High-throughput results as filed in PubChem.
GalR3 antagonist: GalR3 antagonists in HEK293 cells, primary screen, cell-based, fluorescence readout; Galanin receptor type 3 (Homo sapiens), O60755; HEK293 GalR3-CNG cAMP membrane potential fluorescence; galR3 body fused to GalR1 C-terminus; inhibition, % at 3 µM; 360,000 tested, 0.44% active; AID 651719, 2012;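 active means inhibition above the screen-wide average plus 3 SD, cut at about 13% in these data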;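 further: forskolin and galanin both at EC90 stimulate the cells; cAMP rise reported by CNG channel membrane potential dye signal; 0% = forskolin plus galanin with DMSO and 100% = forskolin alone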
Target sequence (O60755 1-299 limits assumed): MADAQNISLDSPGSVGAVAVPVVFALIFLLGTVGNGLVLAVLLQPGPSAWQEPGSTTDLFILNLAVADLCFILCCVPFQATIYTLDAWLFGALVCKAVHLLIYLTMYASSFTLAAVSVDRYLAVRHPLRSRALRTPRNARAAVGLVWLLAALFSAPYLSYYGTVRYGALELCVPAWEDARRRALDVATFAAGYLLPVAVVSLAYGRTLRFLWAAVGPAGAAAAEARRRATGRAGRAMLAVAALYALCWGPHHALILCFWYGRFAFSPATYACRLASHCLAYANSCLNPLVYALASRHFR
MEKK2mut PB1 HTS: MEK5 binding signal on mutant MEKK2 PB1, primary screen, biochemical, multiplex bead flow cytometry, Alexa488-MEK5 | Alexa488-MEK5 binding to MEKK2 mutant | 290,000 tested, 0.35% active | percent response, % at 10 µM; in the data active means percent response above about 24%, passing the limit was not always enough; further: inactives centre near 1; some results filed as inactive read as strong as hits
OXTR potentiate: human OXTR potentiators, primary screen, fluorescence, CHO-OTR cells, Fluo-8 calcium; activation, % at 3 µM; 320,000 tested, 0.061% active; Fluo-8 calcium fluorescence, potentiator mode; 0% = oxytocin EC15, 100% = EC100;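 active means activation above that plate's cutoff, the mean activation of tested compounds plus 3 SD, cut at about 6.6% in these data, passing the limit was not always enough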;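 further: 100% uses oxytocin at 75 nM as the full agonist control; some results filed as inactive read as strong as hits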
Target sequence (P30559 whole entry, looked up): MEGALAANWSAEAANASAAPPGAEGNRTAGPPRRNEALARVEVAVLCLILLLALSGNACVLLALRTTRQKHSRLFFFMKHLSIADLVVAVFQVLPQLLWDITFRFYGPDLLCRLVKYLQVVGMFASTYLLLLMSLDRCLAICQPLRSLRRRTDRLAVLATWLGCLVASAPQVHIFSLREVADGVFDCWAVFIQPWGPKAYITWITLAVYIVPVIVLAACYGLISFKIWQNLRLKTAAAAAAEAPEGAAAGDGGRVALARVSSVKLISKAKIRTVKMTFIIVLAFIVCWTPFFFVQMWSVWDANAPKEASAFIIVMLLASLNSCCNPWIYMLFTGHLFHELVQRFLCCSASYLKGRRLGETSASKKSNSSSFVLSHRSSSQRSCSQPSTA
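System: human OTR in CHO cells / Also added: sub-maximal oxytocin, roughly EC15 / Control set: EC15 oxytocin low, 75 nM oxytocin high / Schedule: 6 min compound pre-incubation at room temperature, 100 s kinetic read / Compound: single-point 3.0 µM / Replication: singlicate / Technique: Fluo-8 calcium dye fluorescence / Read-out basis: % activation of max/min ratio relative to oxytocin controls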
GPR7 antagonist: GPR7 receptor antagonists, primary screen, cell-based, fluorescence, single concentration. 290,000 tested, 1.1% active. inhibition, % at 4.4 µM. Neuropeptides B/W receptor type 1 (Homo sapiens), P48145. GPR7-expressing cells, fluorescence antagonist assay; in the data active means inhibition above about 16%, passing the limit was not always enough;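 further: cells stimulated with the agonist NPW; 0% = agonist with vehicle and 100% = vehicle without agonist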
Target sequence (P48145 whole entry, looked up): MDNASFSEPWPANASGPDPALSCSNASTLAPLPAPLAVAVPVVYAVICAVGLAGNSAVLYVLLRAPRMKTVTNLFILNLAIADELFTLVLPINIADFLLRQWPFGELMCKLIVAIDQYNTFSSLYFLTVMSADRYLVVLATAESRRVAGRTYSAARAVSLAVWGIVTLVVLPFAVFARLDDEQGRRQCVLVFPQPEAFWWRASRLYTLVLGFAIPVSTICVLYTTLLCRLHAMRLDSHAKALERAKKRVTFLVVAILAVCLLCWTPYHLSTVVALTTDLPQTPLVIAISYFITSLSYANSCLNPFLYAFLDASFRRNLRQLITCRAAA
PfM18AAP inh: PfM18AAP inhibitors, malaria aminopeptidase, primary screen, biochemical, QFRET, recombinant enzyme; H-Glu-NHMec fluorogenic cleavage; inhibition, % at 7.35 µM; 290,000 tested, 1.2% active;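 active means inhibition above the campaign mean inhibition over all tested compounds plus 3 SD, cut at about 28% in these data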;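 further: 0% = plate median of test compound wells and 100% = 2 mM ZnCl2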
OXTR ag: human OXTR agonists, primary screen, fluorescence, CHO-OTR cells, Fluo-8 calcium; 320,000 tested, 0.32% active; activation, % at 3 µM; Oxytocin receptor (Homo sapiens), P30559; Fluo-8 calcium fluorescence; normalized: DMSO 0%, oxytocin 100%;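 active means activation above the mean of all tested compounds plus 3 SD, cutoff set per screening run, cut at about 20% in these data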;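 further: peak over basal fluorescence ratio from a 100 s FLIPR kinetic read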
NALP1 inh: NALP1 inflammasome inhibitors in reconstituted yeast, colorimetric, S. cerevisiae, triplicate retest. inhibition, % at 10 µM. 280,000 tested, 0.61% active. S. cerevisiae NALP1/ASC/caspase-1 growth, X-gal OD620, 72 h; in the data active means inhibition mostly above about 24%, no sharp cut-off; inactive means mostly below about 32%; further: some compounds called inactive have numbers as strong as hits
MEKK2 WT-MEK5: modulators of MEK5 binding to wildtype MEKK2, primary screen, biochemical, multiplex bead flow cytometry, Alexa488-MEK5. Alexa488-MEK5 binding to MEKK2 WT; actives lie on both sides. binding response (% of control), % at 10 µM. 290,000 tested, 1.1% active. AID 1531, 2009; in the data active means binding response below about 67% or above about 130%
V1R ag counter: agonists of human V1a receptor, primary screen, counter-screen for OXTR agonist project, fluorescence, CHO-V1R cells. 320,000 tested, 0.25% active. AID 2797, 2010. Fluo-8 calcium fluorescence, agonist mode; 0% DMSO, 100% 3 nM vasopressin. activation, % at 3 µM. Vasopressin V1a receptor (Homo sapiens), P37288;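 active means activation above the mean activation of all tested compounds plus 3 SD, per screening run, cut at about 20% in these data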;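 further: signal is peak over basal fluorescence ratio across a 100 second FLIPR read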
Numbers without * were called inactive; nt = not tested or not shown; & = joins results of further samples. Only part of the results is shown (hit frequency here may not be typical).

Molecule	OXTR ag	OXTR potentiate	PfM18AAP inh	V1R ag counter	GalR3 antagonist	NALP1 inh	MEKK2mut PB1 HTS	MEKK2 WT-MEK5	GPR7 antagonist
COC(=O)C1=C(c2cccc(C#N)c2)C[C@@H]2CC[C@H]1N2C(=O)NCCc1ccccc1	-1.4	0.6	nt	-0.7	-6.0	nt	nt	nt	nt
C[C@]12CCC3C(CC[C@H]4C[C@@H](O)CC[C@]34C)C1CC[C@@H]2O (stereo not given in full)	0.6	-8.4	nt	2.9	-4.1	nt	nt	nt	nt
O=C1CC(=O)N(Cc2ccccc2)C(=S)N1	0.2	-5.0	1.2	-1.1	-5.0	8.8	-3.0	98.0	-3.3
CCOC(=O)c1c(C)n(Cc2ccccc2)c2ccc(OCC(O)CN3C(=O)CNC3=O)cc12 (stereo not given)	0.4	-6.7	5.7	1.0	-2.1	-2.8	2.0	101.0	-19.0
CC[N+]12CCC(CC1)C(=C(c1ccccc1)c1ccccc1)C2	-1.5	-3.5	-0.3	-0.6	-2.0	10.9	7.0	103.0	-14.8
CC(C)C/C(=N/O)c1c[nH]c2ccccc12	0.3	-1.9	-3.5	1.0	-3.1	2.2	21.0	114.0	-8.1
O=c1[nH]c(=S)n(-c2ccccc2)c(O)c1C=NCc1ccccn1	1.0	-7.4	-4.9	-1.5	-1.4	19.9	-3.0	90.0	-10.1
COc1ccc(C2(C#N)CCN(C)CC2)cc1	-0.6	-4.7	-2.8	0.3	-1.7	32.3	-3.0	94.0	0.4
Cn1cccc1C1CCCN1CC(=O)Nc1ccc(C#N)c(Cl)c1 (stereo not given)	1.0	-8.5	nt	2.2	4.1	nt	nt	nt	nt
COc1ccc(/C=C2\C(=O)NC(=O)N(CCC3=CCCCC3)C2=O)c(OC)c1	0.0	-11.2	15.7	0.1	-4.2	16.6	1.0	92.0	20.2
C[n+]1c(-c2ccccc2)sc2ccccc21	-1.8	1.2	20.9	2.0	-3.6	16.6	2.0	106.0	13.4
CN1C(=O)C(=Cc2ccccc2OCCOc2ccc([N+](=O)[O-])cc2)C(=O)N(C)C1=O	-0.8	-15.5	3.8	1.4	-5.0	3.4	-13.0	79.0	10.5
Cc1ccc(C(C)C)c(OCC(=O)N2CCN(CC(=O)N3CCOCC3)CC2)c1	1.0	0.1	nt	0.7	-1.8	nt	nt	nt	nt
COc1ccc(N2C(=O)/C(=C/c3ccco3)C(=O)NC2=S)cc1	1.0	-14.2	16.1	1.5	7.8	3.4	-7.0	93.0	6.8
O=C(Cn1cc(C=C2C(=O)NC(=O)NC2=O)c2ccccc21)NCC1CCCO1 (stereo not given)	1.6	-0.2	31.7*	1.4	-6.6	13.7	-1.0	103.0	-4.1
CS(=O)(=O)c1ccc(C(=O)N2CCC(C(=O)O)(c3ccccc3)CC2)cc1	0.8	-2.6	0.8	-0.4	-5.3	12.7	0.0	99.0	-8.5
C=CCn1cc(C=C2C(=O)NC(=O)NC2=O)c2ccccc21	-0.6	-17.9	53.8*	0.6	-10.9	19.3	-2.0	98.0	14.8
O=c1[nH]c(=O)n(Cc2ccc(F)cc2)c(O)c1C=NCCCN1CCOCC1	0.3	-2.3	-1.1	0.1	-3.7	-8.6	-2.0	96.0	-6.1
Cc1cc(C)cc(N2C(=O)NC(=O)/C(=C\C=C\c3ccco3)C2=O)c1	3.1	-5.5	19.1	1.0	-4.8	9.7	0.0	77.0	3.4
O=C(Cn1c(=S)[nH]c2ccccc2c1=O)N1CCC2(CC1)OCCO2	0.1	-0.9	6.9	0.4	-4.3	-5.9	-2.0	93.0	-6.6

2 consecutive compounds already listed:
Molecule	OXTR ag	OXTR potentiate	PfM18AAP inh	V1R ag counter	GalR3 antagonist	NALP1 inh	MEKK2mut PB1 HTS	MEKK2 WT-MEK5	GPR7 antagonist
COC(=O)C1=C(c2cccc(C#N)c2)C[C@@H]2CC[C@H]1N2C(=O)NCCc1ccccc1	-1.4	0.6	nt	-0.7	-6.0	nt	nt	nt	nt
C[C@]12CCC3C(CC[C@H]4C[C@@H](O)CC[C@]34C)C1CC[C@@H]2O (stereo not given in full)	0.6	-8.4	nt	2.9	-4.1	nt	nt	nt	nt

Other structures.
Molecule	OXTR ag	OXTR potentiate	PfM18AAP inh	V1R ag counter	GalR3 antagonist	NALP1 inh	MEKK2mut PB1 HTS	MEKK2 WT-MEK5	GPR7 antagonist
O=C1CC[C@@]2(O)[C@H]3Cc4ccc(O)c5c4[C@@]2(CCN3CC2CC2)[C@H]1O5	-1.3	-6.1	8.9	-0.1	-2.3	9.2	5.0	103.0	-0.9
S=P(Nn1cnnc1)(c1ccccc1)c1ccccc1	0.3	-4.8	44.0*	0.4	-2.0	-3.6	1.0	100.0	0.8
CCOP(=O)(OCC)C(O)c1ccc(OC)cc1OC (stereo not given)	-0.7	-2.8	5.3	0.9	9.1	21.8	-1.0	98.0	5.1
CCC(C)(C)n1nnnc1CN1CCC(n2c(C)nc3cc(C(F)(F)F)ccc32)CC1	0.7	-23.8	-1.5	0.1	-2.8	4.1	1.0	71.0	-2.4
COC(=O)[C@@H]1[C@@H](C(=O)OC)C2(c3ccccc3-c3ccccc32)N(c2ccc(Cl)cc2)N1C#N	0.4	7.5	0.3	1.6	12.1	-5.0	1.0	88.0	15.8*
O=c1c2cc([N+](=O)[O-])ccc2nc(CN2CCOCC2)n1-c1ccccc1F	nt	nt	3.1	nt	nt	14.9	4.0	109.0	1.8
CCCCn1c(O)c(C(CC)=NCc2cc(OC)cc(OC)c2)c(=O)[nH]c1=O	7.2	-6.8	3.8	4.2	-6.3	11.5	4.0	103.0	-5.1
O=C(COc1ccccc1)N1CCN(C2CC3CCC2C3)CC1 (stereo not given)	-0.1	-11.6	-1.2	1.3	-5.0	5.2	2.0	107.0	0.4
CCN[C@@H](C)Cc1cccc(C(F)(F)F)c1	2.2	3.8	nt	1.2	-3.1	nt	nt	nt	nt
CCCCn1c(NC(=O)c2ccc(Br)o2)c(C(=O)OCC)c2nc3ccccc3nc21	-0.1	2.8	10.2	1.5	-6.6	38.8	-1.0	93.0	8.1
N#Cc1ccccc1Cn1cc(C(=O)c2ccccc2F)c2ccccc21	-0.7	7.5	-0.9	0.5	-6.9	19.0	2.0	102.0	4.2
O=C(c1cn(Cc2ccccc2)c2ccccc12)N1CCCCC1	-2.6	-28.4	6.2	-1.1	-0.7	14.4	1.0	102.0	-7.7
c1ccc2c(N3CCNCC3)nsc2c1	3.0	-0.4	3.5	2.0	-10.2	-7.4	-1.0	92.0	-0.3
CN(C)C(=O)Oc1noc2cc(Cl)ccc12	-2.2	-4.8	4.6	-0.2	-4.0	11.9	-36.0	90.0	-7.0
N#CC(C#N)=Cc1ccc(-c2ccccc2F)o1	-1.9	-2.2	-12.3	-0.5	4.5	32.1	-4.0	97.0	0.2
CCCCOc1ccc(CN2CCN(CCO)CC2)cc1	0.2	-4.1	-1.4	0.0	-6.3	9.8	7.0	109.0	-15.3
COC(=O)C1=Nc2ccccc2/C1=C\c1c(O)n(-c2ccc(OC)cc2)c(=O)[nH]c1=O	0.7	2.2	6.7	0.9	-6.1	-0.1	-4.0	84.0	-5.0
CCOc1ccc(N2C(=O)CC(=O)NC2=O)cc1	0.9	-2.0	-5.5	-0.4	-8.7	15.2	6.0	105.0	-6.7
CC(c1ccccc1)n1cncc1C(=O)N1CCCC1=O (stereo not given)	0.6	-11.9	-2.0	0.4	-4.0	11.1	1.0	104.0	-13.6
COc1cc(OC)c([C@H]2C=C(C)[C@H]3C[C@@H]2C3(C)C)c(OC)c1	-0.7	3.4	nt	0.5	2.2	nt	nt	nt	nt
O=C(O)C(Cc1cnc[nH]1)NS(=O)(=O)c1ccc(Cl)cc1 (stereo not given)	0.0	-6.6	-3.4	-1.1	-3.6	nt	-2.0	99.0	-5.6
CN(C)CCN=Cc1c(O)n(C2CCCCCC2)c(=O)[nH]c1=O	0.2	-9.0	-2.8	1.9	-2.7	18.1	8.0	101.0	-8.7
O=c1cccc2n1CC1CC2CN(c2ncnc3c2cnn3-c2ccccc2)C1 (stereo not given)	0.4	-3.7	-4.7	1.9	-2.3	-9.3	4.0	101.0	-8.4
CCN1C(=O)CC(c2cccnc2)=Nc2ccccc21	0.2	-7.5	-10.4	0.4	-4.8	7.6	-6.0	91.0	-5.0
CCOP(=O)(OCC)C(O)c1cccc([N+](=O)[O-])c1 (stereo not given)	0.1	-6.2	-0.1	-0.3	-4.5	3.7	-2.0	97.0	-0.8
O[C@@H]1CCCC[C@H]1N1CCC(c2ccccc2)CC1	-0.2	-10.2	-15.9&1.8	0.0	nt	-3.7&-4.6	-4.0&0.0	96.0&101.0	-7.7&-5.2
O=C1Nc2ccc(Br)cc2C(c2ccc(Cl)cc2)=NC1O (stereo not given)	nt	nt	0.8	nt	-9.7	-10.3	-1.0	102.0	-14.7
CCOC(=O)c1sc(N=Nc2c(O)[nH]c(=O)[nH]c2=O)c(C(=O)OCC)c1C	-2.1	-4.2	-10.3	-0.4	nt	3.7	-1.0	103.0	2.0
O=C(NCCN1CCOCC1)c1ccc(Cl)nc1Cl	1.8	0.7	-6.9	0.3	-3.4	10.5	0.0	94.0	16.9
Cn1c(O)c(/C=N/NC(=O)c2ccncc2)c(=O)n(C)c1=S	-1.2	-6.5	-1.7	0.5	-0.4	nt	1.0	99.0	-12.7
COCCn1c(O)c(/C=N/NC(=O)CSC(=S)N2CCCC2)c(=O)[nH]c1=S	1.9	-10.9	nt	2.8	-4.2	nt	nt	nt	nt
COc1ccccc1CN1CCCCC1c1cccnc1 (stereo not given)	-0.8	-4.9	-3.2	-0.3	-5.6	-12.0	7.0	109.0	-0.5
CN(C)C(=O)Oc1ccc(OC(=O)N(C)C)cc1	-0.8	-11.9	-7.6	0.1	-4.3	8.3	3.0	103.0	1.0
O=C(CCC(=O)N1C[C@H]2C[C@@H](C1)c1cccc(=O)n1C2)NCc1ccc(F)cc1	0.5	0.4	nt	-0.1	-2.0	nt	nt	nt	nt
CC(C)CC(NC(=O)C1CCCCC1)C(=O)N1CCC2(CC1)OCCO2 (stereo not given)	-0.8	-0.4	-1.4	-1.0	-5.8	-6.0	-3.0	94.0	2.7
CN1C(=O)NC(=O)/C(=C/c2ccc([N+](=O)[O-])o2)C1=O	0.5	-8.6	20.2	1.7	-6.4	15.3	1.0	79.0	19.4
N/C(=N\[N+](=O)[O-])NCCCC(NC(=O)CNC(=O)c1ccccc1)C(=O)O (stereo not given)	-1.0	-16.1	3.3	0.2	-5.7	7.1	0.0	93.0	-8.1
